Screening data deposited in PubChem BioAssay by National Center for Advancing Translational Sciences (NCATS).
Rab9 prom act: Rab9 promoter activation. Potency, µM (titrated, usually from 9.22 µM), for the others: at the highest dose activation, negative = inhibition, hits mostly activators. AID 485297. Huh7 Rab9 promoter-luciferase reporter, luminescence, 24 h. 320,000 compounds, 2.8% hits; further: potency means the concentration at half of the fitted maximal effect; % of control where 0% means no effect; nearly all actives have a fitted effect of over 60% in size
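Huh7 cells stably carrying a Rab9 promoter-luciferase reporter, 1500 cells per well in OP-MEM I with 10% FBS, treated with compound 24 hours at 37C. Luciferase activity read by luminescence after 10 minutes with Amplite reagent.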
PKM2 act: PKM2 (human) enzyme activation; 260,000 compounds, 0.34% hits; purified PKM2, Kinase-Glo ATP luminescence, activation; response scale: 0% is enzyme alone, no compound; Potency, µM (series often up to 57.5 µM), for the others: top-dose activation, actives largely listed as activators; AID 1631; P14618; further: potency means the concentration at half of the fitted maximal effect; on the % scale 0 is the no-effect control and ±100 the full control effect; nearly all actives have a fitted effect of over 55% in size
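hPK-M2, >95% pure; 0.1 mM ADP / 0.5 mM PEP final; imidazole pH7.2 buffer w/ 7 mM MgCl2, 50 mM KCl; 1 h RT; Kinase-Glo lum. Intermediate enzyme activity for dual inhibitor/activator qHTS.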
Giardia kill: kills Giardia lamblia; Giardia lamblia trophozoite viability; activity change, % at 7.66 µM, hits read low; 340,000 compounds, 0.15% hits; in the data active means activity change below about -80%; inconclusive means between about -30% and that limit;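 further: parasites exposed to compound for two days anaerobically before the ATP read; on the % scale 0 is the no-effect control and ±100 the full control effect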
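Compounds were tested on trophozoites seeded at 100 cells/well and held 48 hrs at 37 deg C anaerobically. An ATP-based luminescent kit measured the remaining live cells.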
FLuc modulator: inhibits or activates purified firefly luciferase, miR-21 counter-screen | purified FLuc, Km substrates, luminescence inhibition | Potency, µM (series often up to 57.5 µM), for the others: at the top dose activity change, negative = inhibition, usual class: inhibitors | P08659 | 360,000 compounds, 6.9% hits | AID 588342;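 further: potency means the concentration at half of the fitted maximal effect; plate controls were vehicle for no effect and reference inhibitor for full effect; nearly all actives have a fitted effect of over 55% in size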
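Purified P. pyralis luciferase, 10 nM final, with Km-level 10 uM D-luciferin and 10 uM ATP in 50 mM Tris acetate pH 7.5, 10 mM Mg acetate, 0.01% Tween-20, 0.05% BSA; 6-point qHTS titration about 60 µM downward; luminescence read.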
NPC1 promoter act: activators of NPC1 promoter; Huh7 NPC1 promoter luciferase reporter, 24 h; Potency, µM (series often up to 9.22 µM), without a hit: at the top dose activation, usual class: activators; 320,000 compounds, 2.4% hits; AID 485313;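 further: potency means the concentration at half of the fitted maximal effect; % of control where 0% means no effect; nearly all actives have a fitted effect of over 60% in size; reporter is driven by a mutant NPC1 promoter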
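Stably transfected Huh7 (NPC1 promoter→luciferase), 1500 cells/well in Opti-MEM + 10% FBS, 2 h settle, then compound 24 h at 37 °C. Luminescence after 10 min with Amplite reagent.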
ELG1 genotox: inducers of genotoxicity in HEK293T ELG1-luciferase cells | HEK293T ELG1-luciferase reporter, luminescence, 16 h | Potency, µM (top dose mostly 46 µM), without a hit: at the highest dose activity change, positive = activation, usual class: activators | 330,000 compounds, 1.3% hits | AID 504466; further: potency means the concentration at half of the fitted maximal effect; % of control where 0% means no effect; nearly all actives have a fitted effect of over 60% in size
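Quantitative HTS format in 1536-well plates. HEK293T ELG1-luciferase reporter cells receive test compound and are incubated 16 hr at 37 °C, 5% CO2; ONE-Glo added, 30 min room temperature, then luminescence read.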
Menin-MLL TR inh: menin-MLL binding inhibition, Texas Red mutant peptide | Menin + Texas Red MLL mutant peptide, fluorescence polarization | Potency, µM (doses to about 61.6 µM), for the others: at the highest dose FP activity change, negative = inhibition, usual class: inhibitors | 270,000 compounds, 0.23% hits | AID 1768; active means well fitted inhibition curve with a large enough effect in the polarisation, with a control signal flat, not every such curve was filed as active; inconclusive means small, poorly fitted or top-dose-only effect, or effect the other way, or a change in a side signal; inactive means no such curve, though single readings can be large or run the other way; the % refers to the polarisation; further: potency means the concentration at half of the fitted maximal effect; % of control where 0% means no effect; many of its hits are not listed in these tables
Target sequence (O00255 whole entry, looked up): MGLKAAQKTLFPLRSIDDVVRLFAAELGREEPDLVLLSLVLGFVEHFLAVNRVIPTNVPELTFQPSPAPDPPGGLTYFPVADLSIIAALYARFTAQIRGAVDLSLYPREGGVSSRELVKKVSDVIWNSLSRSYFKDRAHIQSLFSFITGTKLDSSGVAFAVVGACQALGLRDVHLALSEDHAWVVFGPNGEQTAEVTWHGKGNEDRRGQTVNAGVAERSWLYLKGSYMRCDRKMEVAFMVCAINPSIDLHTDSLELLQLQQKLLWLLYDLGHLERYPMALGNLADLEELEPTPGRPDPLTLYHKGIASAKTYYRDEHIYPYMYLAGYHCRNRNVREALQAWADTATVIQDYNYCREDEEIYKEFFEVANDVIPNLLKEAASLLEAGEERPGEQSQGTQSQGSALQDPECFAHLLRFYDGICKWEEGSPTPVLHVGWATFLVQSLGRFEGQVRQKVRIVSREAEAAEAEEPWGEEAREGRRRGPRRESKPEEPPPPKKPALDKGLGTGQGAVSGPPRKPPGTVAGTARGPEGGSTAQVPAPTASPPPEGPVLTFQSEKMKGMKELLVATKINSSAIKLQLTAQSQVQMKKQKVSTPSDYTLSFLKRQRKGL
RORg inh: blocks mouse ROR gamma transcriptional activity; P51450; Drosophila S2 Gal4-RORgamma UAS-luciferase reporter, 20 h; Potency, µM (highest dose often 53.6 µM), inactives show at the highest dose activity change, negative = inhibition, most hits filed as inhibitors; 310,000 compounds, 5.4% hits; further: potency means the concentration at half of the fitted maximal effect; on the % scale 0 is the no-effect control and ±100 the full control effect; nearly all actives have a fitted effect of over 60% in size
Target sequence (P51450 whole entry, looked up, the tested form may be a part): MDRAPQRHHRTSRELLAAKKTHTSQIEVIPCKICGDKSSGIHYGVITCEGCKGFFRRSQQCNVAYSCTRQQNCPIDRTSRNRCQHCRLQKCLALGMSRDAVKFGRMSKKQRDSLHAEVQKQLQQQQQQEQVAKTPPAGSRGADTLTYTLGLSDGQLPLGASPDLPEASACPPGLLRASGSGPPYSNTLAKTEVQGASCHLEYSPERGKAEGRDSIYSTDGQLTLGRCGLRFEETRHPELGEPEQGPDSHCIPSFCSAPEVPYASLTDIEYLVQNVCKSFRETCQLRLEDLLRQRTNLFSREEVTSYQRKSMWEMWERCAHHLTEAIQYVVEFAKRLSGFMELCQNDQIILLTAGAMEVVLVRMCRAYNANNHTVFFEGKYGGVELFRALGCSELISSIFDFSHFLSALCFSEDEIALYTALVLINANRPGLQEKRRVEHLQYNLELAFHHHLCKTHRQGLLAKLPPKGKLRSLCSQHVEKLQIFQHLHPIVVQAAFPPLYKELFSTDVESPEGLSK
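Using a luciferase readout, inhibitors were identified by reduced reporter activity in Drosophila cells coexpressing a copper-inducible Gal4–ROR gamma fusion and UAS-driven Photinus luciferase, incubated 20 hr after 700 uM copper sulfate.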
VP16 counter: inhibits Gal4-VP16 luciferase reporter, ROR gamma counter-screen; 310,000 compounds, 3.5% hits; Drosophila S2 Gal4-VP16 UAS-luciferase, luminescence, 20 h; Potency, µM (top dose mostly 53.6 µM), inactives show at the highest dose activity, negative = inhibition, hits mostly inhibitors;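 further: Gal4-VP16 expression switched on by copper sulfate through the metallothionein promoter; potency means the concentration at half of the fitted maximal effect; on the % scale 0 is the no-effect control and ±100 the full control effect; nearly all actives have a fitted effect of over 50% in size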
p53 reactivator: mutant p53 re-activation in reporter cells; H1299 p53-A138V BP100-luciferase reporter, luminescence, 24 h; 320,000 compounds, 0.063% hits; Potency, µM (titrated, usually from 92.2 µM), without a hit: top-dose activity change, positive = activation, actives largely listed as activators; further: potency means the concentration at half of the fitted maximal effect; % of control where 0% means no effect; nearly all actives have a fitted effect of over 45% in size
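H1299 (p53-null), stable ts p53-A138V + BP100-Luc; 1000 cells/well, Opti-MEM/10% FBS; cpd 4 pt, 1:5; 24 h, 37 deg C, 5% CO2; detection reagent 10 min RT; luminescence.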
BRCA1 expr up: activators of BRCA1 expression. Potency, µM (doses to about 46.1 µM), inactives show at the highest dose activation, hits mostly activators. MCF7-BRCA1-FFLuc reporter, luminescence, 48 h; response scale: scaled: vehicle 0%, 10 µM genistein 100%. AID 624202. 380,000 compounds, 1.1% hits; further: potency means the concentration at half of the fitted maximal effect; nearly all actives have a fitted effect of over 80% in size; some results filed as inactive show a strong effect at the top dose
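Luminescence from a BRCA1-driven firefly luciferase in MCF7 cells was the read-out, taken 15 min after substrate addition following 48 h compound exposure at 37 °C. Data were normalized to a 10 microM genistein control and DMSO vehicle.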
Starred values were filed as active, the others as inactive; ? = inconclusive; / = not tested or not shown; [ ] = dose if it differs, or a comment. Unless noted, the call rests on the fitted dose curve; in most records, active means well fitted curve in the direction sought with a large enough effect; inconclusive means small, poorly fitted or top-dose-only effect, or another doubt; inactive means no such curve, though single readings can be large; an effect the other way counts as inactive or inconclusive. Some of the compounds tested; rates above refer to the full screens.

SMILES	Rab9 prom act	PKM2 act	Giardia kill	FLuc modulator	NPC1 promoter act	ELG1 genotox	Menin-MLL TR inh	RORg inh	VP16 counter	p53 reactivator	BRCA1 expr up
CCCCNC(=O)CC1S/C(=N/N=C/c2ccc(OC)cc2)NC1=O (configuration not stated)	2%	5%	4	-1%	7%	2%	17%	18%	16%	-1%	8%
CC(C)(C)c1ccc(C(=O)CCC(=O)OCC(=O)NCCc2ccc(S(N)(=O)=O)cc2)cc1	-4%	/	-2	12µM*	-2%	2%	/	/	/	-7%	-28%
Cc1ccccc1CNC(=O)C(=O)NCC1CCCN1S(=O)(=O)c1cccs1 (configuration not stated)	11%	/	3	1%	-1%	9%	/	/	/	-3%	-5%
CNS(=O)(=O)c1cccc(C(=O)OCC(=O)N2CC(C)OC(C)C2)c1 (configuration not stated)	-4%	-3%	-6	2%	0%	0%	-1%	-14%	-27%	1%	-7%
O=C(N1CCN(c2ccccc2F)CC1)C12CC3CC(CC(C3)C1)C2	4%	-9%	-5	3%	-1%	3%	-13%	?	-6%	8%	1%
Cc1ccc(-n2nc(C(=O)NCc3ccc(C)o3)c3c4ccccc4n(C)c3c2=O)cc1	-2%	8%	-1	0%	-2%	2%	6%	14%	?	0%	-4%
CCC(C)NC(=O)CNC(=O)Cn1c(C)cc2ccccc2c1=O (configuration not stated)	-8%	2%	-8	-1%	1%	0%	-4%	-6%	-1%	-2%	-35%
COc1ccc(/C=C/C(=O)NC(=S)NNC(=O)Cc2cccs2)cc1OC	1%	5%	29	-4%	3%	6%	?	?	-14%	2%	-21%
CCC(N)C12CC3CC(CC(O)(C3)C1)C2 (configuration not stated)	4%	7%	36[activator]	4%	-8%	-1%	-3%	-15%	-10%	3%	14%
CN(C)S(=O)(=O)N1CCN(c2cc(Cl)ccc2Cl)CC1	7%	6%	15	13%	4%	1%	-7%	-20%	-5%	0%	-5%
Cc1cc(Br)c(Cl)cc1NC(=O)CN1C(=O)C2C3CC(c4ccccc4)C(C3)C2C1=O (configuration not stated)	-2%	-17%	-1	3%	-3%	-10%	?	?	-18%	0%	-69%
O=C(Nc1ccccc1F)n1ncc2cc(Cl)ccc21	30%	/	-1	-13%	29%	4%	7%	2%	2%	2%	?
O=C1C2CC=CCC2C(=O)N1c1ccc(NCCc2ccc(Cl)cc2)c([N+](=O)[O-])c1 (configuration not stated)	-16%	-1%	-12	5%	-8%	-2%	4%	?	-13%	-3%	-24%
CCO[C@@H]1OC(C(=O)O)=C[C@H](c2csc3ccccc23)[C@H]1CCCO	-1%	4%	-10	0%	-4%	5%	-15%	-4%	-3%	3%	7%
CCN(CCNC(=O)C1CCCN(c2ncnc3c2nc2n3CCCCC2)C1)Cc1ccccc1 (configuration not stated)	-4%	/	20	-1%	2%	-5%	/	3%	0%	-1%	-20%
CC(=O)c1c(C)nc(-c2ccc(OCC(=O)Nc3ccccc3)cc2)n1O	3%	11%	10	-1%	-2%	-6%	-4%	33%	-8%	3%	-15%
COC(=O)c1cn(C(=O)c2ccccc2Cl)c2ccccc12	-8%	-6%	5	6%	-6%	1%	16%	22%	-8%	-6%	-5%
CC(Sc1nnc(-c2ccco2)n1C)C(=O)NC1CCCC1 (configuration not stated)	5%	/	25	/	-2%	1%	/	/	/	1%	1%
CCOC(=O)CC(=O)CSc1nnc(Cn2c(=O)sc3ccccc32)n1C	14%	8%	-6	-1%	-2%	1%	1%	-10%	-1%	-9%	5%
Nc1[nH]nc2nc3ccccc3cc12	1%	9%	5	-13%	2%	3%	12%	16%	-17%	8%	-1%
O=S(=O)(c1cc(F)ccc1F)N1CCC2(CC1)OCCN2S(=O)(=O)c1ccccc1	0%	/	-8	-2%	-2%	1%	/	/	/	4%	-30%
CCCOc1ccc(C2/C(=C(\O)c3c(C)[nH]c(C(=O)OC)c3C)C(=O)C(=O)N2CCN(C)C)cc1 (configuration not stated)	-8%	-4%	5	2%	-1%	4%	-2%	-3%	-6%	3%	-18%
CN1CCN(C(=O)c2ccc3c(c2)NC(=O)C(N2CCOCC2)S3)CC1 (configuration not stated)	1%	-4%	-6	7%	-4%	-2%	15%	-2%	-5%	3%	-12%
O=C(O)CNc1nc(-c2ccccc2)c2cc([N+](=O)[O-])ccc2n1	1%	28%	13	2%	-1%	2%	2%	0%	-16%	-5%	-22%
CC(C)CCOc1ccc(C2CC(=O)N(C)C2=O)cc1 (configuration not stated)	12%	5%	-19	-17%	5%	7%	0%	22%	?	2%	?
Other compounds follow.
SMILES	Rab9 prom act	PKM2 act	Giardia kill	FLuc modulator	NPC1 promoter act	ELG1 genotox	Menin-MLL TR inh	RORg inh	VP16 counter	p53 reactivator	BRCA1 expr up
COC(=O)c1nn(-c2ccc(C)cc2)c2nnc(Cc3ccccc3)c(=O)n12	1%	9%	-3	3%	0%	3%	1%	-32%	?	-3%	-18%
O=C1C2C3c4ccccc4C(c4ccccc43)C2C(=O)N1c1cccc2cccnc12 (configuration not stated)	-1%	1%	-2	-1%	1%	0%	17%	1%	2%	-5%	2%
COc1ccccc1C(=O)Nc1ccnn1C1CCN(C(=O)c2ccoc2C)CC1	17%	16%	2	5%	-1%	-4%	-22%	22%	-17%	-6%	2%
Cc1ccccc1N1CC(C(=O)N2CCc3ccccc32)CC1=O (configuration not stated)	-1%	/	-2	0%	1%	0%	/	/	/	-5%	-7%
Cc1ccc(C)c(N(C)C(=O)c2coc(=O)c3ccccc23)c1	4%	1%	29	5%	0%	-3%	-23%	4%	22%	-4%	1%
Cc1noc(C)c1CSc1nnc(-c2ccccc2F)n1CCc1ccccc1	-5%	-1%	3	3%	-1%	-6%	-15%	-38%	2%	-4%	-9%
NC(CC(=O)O)c1ccc(Br)cc1 (configuration not stated)	1%	11%	14	0%	0%	1%	4%	3%	-8%	-9%	1%
O=C1CN(c2ccc(Cl)cc2)C2(CCCCC2)S1	-4%	7%	8	5%	-3%	0%	-14%	?	2%	-5%	-23%
COc1cc(OC)cc(C(=O)Nc2ccccc2C(=O)NC2CC2)c1	2%	/	12	2%	0%	0%	/	/	/	-3%	-64%
Cc1noc(C)c1-c1ccc2ncnc(NCc3cccc(-c4ccccc4)c3)c2c1	-3%	/	/	-15%	-2%	/	16%	8%	?	/	/
Cc1cc(S(=O)(=O)NCC(C)C)ccc1OCC(=O)NCC1CCCO1 (configuration not stated)	-3%	13%	?	-3%	-1%	0%	6%	3%	1%	-3%	-21%
Cc1cccc(N2CCN(C(=O)COc3cc4oc(=O)cc(C)c4cc3Cl)CC2)c1C	0%	/	-1	-1%	0%	0%[9.26 µM]	-2%	-9%	-9%	5%	-6%
CC1CCN(c2oc(-c3ccc(F)cc3)nc2C#N)CC1	-2%[1.84 µM]	/	-6	?	23%	4%	-8%	6%	17%	19%	?
Cc1ccc(OCC(=O)Nc2nc(-c3ccccn3)cs2)c(C)c1	-14%	/	9	1%	5%	1%	/	/	/	19%	6%
c1ccc(Cn2nnnc2-c2ccco2)cc1	-2%	1%	-8	-2%	3%	3%	10%	7%[0.365 µM]	/	-3%	4%
COc1ccccc1N1CCN(S(=O)(=O)CCNC(=O)c2ccccc2Br)CC1	-5%	/	-19	2%	0%	-7%	-5%	-1%	14%	-4%	-3%
Cc1cccc(C)c1NC(=S)N(C)CCc1ccccn1	0%	-8%	-22	0%	-4%	2%	-1%	-15%	0%	1%	0%
Nc1c(-c2ccccc2)c(CSc2nc3ccccc3[nH]2)nn1-c1ccc(C(=O)O)cc1	-3%	0%	-26	?	-5%	3%	14%	?	3%	-23%	28%
COc1ccc(OC)c2c(C)cc(N3CCCCCC3)nc12	-3%	-8%	0	-18%	1%	-10%	-17%	25%	4%	10%	-14%
O=C(c1ccc(-c2ccccc2Cl)o1)N1CCN(S(=O)(=O)c2cccs2)CC1	?	/	7	11µM*	?	0%	/	/	/	13%	?
CCc1nc(SCC(=O)Nc2ccc([N+](=O)[O-])cc2)n[nH]1	2%	3%	5	-1%	0%	8%	17%	11%	-12%	4%	24%
C=C(C)Cc1c(C)c(C#N)c2[nH]c3ccccc3n2c1=O	3%	/	3	-5%	-3%	-7%	15%	?	-3%	0%	-69%[inhibitor]
O=C(C1CCCN(S(=O)(=O)c2ccc(Br)s2)C1)N1CCCCCC1 (configuration not stated)	/	25%	7	-2%	/	/	-7%	?	?	/	-34%
